HT1080 IDH1KD tx: qHTS for induction of synthetic lethality in tumor cells producing 2HG: qHTS for the HT-1080-IDH1KD cell line. AID 686971, 2013. hit rate 2% among 360,000. HT-1080 IDH1 knockdown viability, ATP luminescence, 48 h. Potency, µM (titrated, usually from 46.1 µM), for inactives: top-dose activity, negative = toxicity, usual class: cytotoxic;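 note: 0% = DMSO wells and -100% = cell-free medium wells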
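CellTiter-Glo luminescence after 48 h compound exposure at 37 degrees C of IDH1-knockdown HT-1080 cells in 5% FBS RPMI. %Activity scaled between DMSO wells and cell-free media wells, with curves fitted and assigned curve classes.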
HT1080-NT tox: qHTS for induction of synthetic lethality in tumor cells producing 2HG: qHTS for the HT-1080-NT fibrosarcoma cell line; AID 686970, 2013; hit rate 1.6% among 360,000; Potency, µM (series often up to 46.1 µM), for the others: top-dose activity, negative = less viability, hits mostly cytotoxic; HT-1080-NT fibrosarcoma viability, CellTiter-Glo ATP luminescence, 48 h;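 note: NT is the 2HG producing partner of a matched IDH1 knockdown line; 0% = DMSO-treated cells and -100% = media-only wells without cells; nearly all actives have a fitted effect of over 55% in size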
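Compounds were tested in concentration-response format on HT-1080-NT cells for 48 hours at 37 degrees C. Cell viability came from CellTiter-Glo luminescence; curves were classified by r2, response magnitude and activity.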
GLP1R ag: qHTS of GLP-1 Receptor Agonists; Glucagon-like peptide 1 receptor (Homo sapiens), P43220; HEK293 GLP-1R CRE-luciferase, luminescence, 4-6 h; cells express a hypersensitive GLP-1R form; Potency, µM (titrated, usually from 45.6 µM), without a hit: top-dose activation, hits mostly activators; hit rate 0.007% among 380,000; AID 624172, 2012; note: % of control where 0% means no effect
Target sequence (P43220 whole entry, looked up): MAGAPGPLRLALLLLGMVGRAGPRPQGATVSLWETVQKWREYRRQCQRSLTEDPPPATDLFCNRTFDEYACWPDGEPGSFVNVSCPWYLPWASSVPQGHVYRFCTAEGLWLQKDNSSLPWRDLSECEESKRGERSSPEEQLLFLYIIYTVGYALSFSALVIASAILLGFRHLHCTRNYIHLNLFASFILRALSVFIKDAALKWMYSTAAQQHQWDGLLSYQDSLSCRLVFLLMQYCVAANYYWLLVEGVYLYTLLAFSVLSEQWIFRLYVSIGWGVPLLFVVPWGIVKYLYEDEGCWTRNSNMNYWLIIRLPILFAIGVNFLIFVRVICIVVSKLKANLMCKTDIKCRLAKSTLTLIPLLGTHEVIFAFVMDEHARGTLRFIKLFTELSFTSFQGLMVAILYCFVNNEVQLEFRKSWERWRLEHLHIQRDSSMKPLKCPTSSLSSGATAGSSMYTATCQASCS
KB-3-1 tox: qHTS assay for MDR1-selective chemotherapeutics: Primary screen using the parental adenocarcinoma cell KB-3-1. KB-3-1 viability, CellTiter-Glo ATP luminescence, 72 h. Potency, µM (series often up to 46.1 µM), without a hit: at the highest dose activity change, negative = cytotoxic, usual class: cytotoxic. hit rate 1.4% among 400,000. AID 1347075, 2019; note: % is set by controls: 0 for no effect and ±100 for the full control effect; nearly all actives have a fitted effect of over 60% in size
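Cells are dispensed, compounds pinned in, plates held at 37 °C for 72 h, then CellTiter-Glo is added and luminescence read after 10 minutes. Cell line: parental KB-3-1 in phenol-red-free DMEM, 10% FBS.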
GLP1R cytotox: qHTS of GLP-1 Receptor Inverse Agonists: Cytotox Screen; hit rate 0.13% among 410,000; HEK293 cAMP-luciferase reporter cells, luminescence, 24 h; Potency, µM (doses to about 38.3 µM), without a hit: at the top dose activity change, negative = inhibition, usual class: inhibitors;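 note: loss of luciferase light is scored as toxicity; % is set by controls: 0 for no effect and ±100 for the full control effect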
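Cells in DMEM/10% Nu serum/1% pen-strep, 1536-well format. Pre-incubated 12 h, dosed with 23 nL compound, incubated a further 24 h. Luciferase detection, 12 min at room temp, luminescence.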
KB-V1 MDR tox: qHTS assay for MDR1-selective chemotherapeutics: Primary screen using the drug-selected MDR subline cells KB-V1. KB-V1 MDR cells viability, CellTiter-Glo, 72 h. Potency, µM (series often up to 46.1 µM), without a hit: at the top dose activity change, negative = cytotoxicity, actives largely listed as cytotoxic. hit rate 3.4% among 400,000; note: % is set by controls: 0 for no effect and ±100 for the full control effect; nearly all actives have a fitted effect of over 60% in size
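Drug-selected KB-V1 cells, grown in DMEM lacking phenol red with 10% FBS, receive compound titrations; after three days at 37 degrees C, surviving cell ATP is quantified by CellTiter-Glo luminescence and responses normalized and curve-fitted.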
SW480 rerep: A quantitative high throughput screen for small molecules that induce DNA re-replication in SW480 colon adenocarcinoma cells | SW480 DNA re-replication, Hoechst DNA content imaging, 48 h | hit rate 1.8% among 340,000 | Potency, µM (top dose mostly 46.1 µM), inactives show top-dose re-replication activation, hits mostly activators; note: % of control where 0% means no effect; nearly all actives have a fitted effect of over 55% in size
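Hoechst fluorescence of nuclei (405 nm excitation, 500-530 nm emission) measured by plate-scanning imager after 48 hr compound exposure at 37 C; re-replication scored as increased number of nuclei with elevated intensity.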
TDP43 rescue: qHTS of TDP-43 Inhibitors; TDP-43 expressing yeast growth rescue, BacTiter-Glo, 24 h; Potency, µM (series often up to 46.1 µM), for inactives: at the top dose growth rescue (activation), usual class: activators; hit rate 1.8% among 410,000; AID 652104, 2013; note: % of control where 0% means no effect; nearly all actives have a fitted effect of over 50% in size
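Growth rescue of TDP-43-toxic yeast measured as ATP luminescence (BacTiter-Glo). Cells grown to mid-log in raffinose, induced in galactose at OD600=0.02, exposed to compound 24 hr at 30 deg C.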
GLP-1R inv ag: qHTS of GLP-1 Receptor Inverse Agonists (Inhibition Mode) | Glucagon-like peptide 1 receptor (Homo sapiens), P43220 | hit rate 1.6% among 410,000 | Potency, µM (top dose mostly 38.3 µM), for the others: at the top dose activity change, negative = inhibition, usual class: inhibitors | HEK293 GLP-1R CRE-luciferase, luminescence, 24 h; GLP-1R form is constitutively active; note: % is set by controls: 0 for no effect and ±100 for the full control effect; nearly all actives have a fitted effect of over 55% in size
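Readout was luciferase luminescence, measured 12 min after detection reagent at room temperature. Beforehand, GLP-1R reporter HEK293 cells had sat 12 h, then received compounds for 24 hr at 37 deg C.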
The depositor's hits bear a star; ? = inconclusive; . = no result given; [ ] = another dose, or the depositor's remark. Calls come from the whole dose curve; as a rule, active = well fitted curve in the direction sought with a large enough effect; inconclusive = small, poorly fitted or top-dose-only effect, or another doubt; inactive = no such curve, though single readings can be large; an effect the other way counts as inactive or inconclusive. Potency is the fitted concentration of half-maximal effect. An unsorted share of the library (roughly 9.4% active in at least one column).

SMILES | HT1080 IDH1KD tx | HT1080-NT tox | GLP1R ag | KB-3-1 tox | GLP1R cytotox | KB-V1 MDR tox | SW480 rerep | TDP43 rescue | GLP-1R inv ag
CN(C)CCCNC(=O)/C(=N\O)c1ccccc1 | -2% | -1% | 5% | -1% | -7% | 7% | 1% | -9% | 27%
C[C@@]12C(=O)N(CCO)CC(=O)N1[C@H](/C=C/c1ccccc1)[C@@H]1C(=O)N(c3ccccc3)C(=O)[C@@H]12 | -3% | 4% | -4% | 3% | 21% | 4% | -1% | -12% | 4%
Cc1cccnc1N(C(=O)Nc1ccccc1)C1=NCC(C)(C)S1 | 8% | 13% | -9% | 11% | -21% | -9% | 0% | -8% | 0%
Cc1cccc(Cn2c(SCc3ccc(C(=O)NCc4cccs4)cc3)nc3ccncc32)c1 | . | . | . | -28% | -6% | -13% | . | 7% | ?
COc1ccccc1NC(=O)Nc1ccc(Cc2ccncc2)cc1 | -7% | 0% | 7% | -20% | -19% | ? | -3% | 3%[9.22 µM] | ?
COc1cc(NS(=O)(=O)c2ccc(OC)c(C)c2C)c(OC)cc1Cl | 2.3µM* | 2.3µM* | 2% | 3.3µM* | -22% | -3% | 5.6µM* | 3% | 4µM*
Cc1cc(=O)oc2cc(OCCSCCN3CCOCC3)ccc12 | 16% | 4% | ? | 5% | 1% | ? | 1% | 0% | 20%
CCN(Cc1nc(-c2ccc(OC)c(OC)c2)no1)S(=O)(=O)c1ccc(OC)cc1 | . | . | . | -23% | 20% | ? | . | 28% | 14%
CCC(C)(C)C1CCC2(CC1)NC(CO)(CO)CO2 (configuration not stated) | 14% | 0% | 10% | -8% | 0% | 20% | 3% | -17% | -10%
CCN(CC)C(=O)N1CCN(C(=O)N(CC)CC)CC1 | 3% | 13% | 0% | 7% | -11% | 12% | -34%[inhibitor] | -10% | 28%
Clc1ccc(C2Nc3cccc4cccc(c34)N2)c(Cl)c1 | -1% | -9% | -1% | ? | -20% | -23% | ? | . | ?
COCCNC(=O)C1(C)CCCN(Cc2ccc(-c3ccccc3)o2)C1 (configuration not stated) | 1% | -16% | 6% | 0% | -3% | -7% | . | 18% | ?
O=C(Nc1ccccc1)N1CCCC1c1cccs1 (configuration not stated) | -3% | -4% | 10% | -5% | 7% | -2% | -6% | 13% | 7%
COc1ccc(C(=O)Nc2ccc(-n3nncc3-c3ccccc3)cc2)cc1OC | . | . | . | -16% | 1% | 7% | . | -23% | 4%
O=C(CCCCCNC(=O)N1CCn2c1nc1ccccc12)NCc1ccccc1Cl | 1% | -1% | 13% | -3% | -9% | ? | -4% | 7% | 7.1µM*
Cc1ccccc1S(=O)(=O)N(CC(O)CN1C(=O)NC(C)(C)C1=O)c1ccccc1 (configuration not stated) | 11% | 5% | 5% | 20% | -6% | 16% | -4% | -9% | -5%
COc1ccc(CCN2CC(C(=O)O)CC2=O)cc1 (configuration not stated) | 13% | -42% | -3% | 1% | 2% | -4% | 7% | -30% | 3%
Nc1c(Cl)cc(-c2cn(CCC(=O)O)c(-c3ccc(Cl)nc3)n2)cc1Cl | 10% | 15% | 6% | 0% | -7% | -13% | -18% | ? | 3%
CCOC(=O)C1(Cc2ccccc2C)CCCN(C(=O)c2ccc(CSC)o2)C1 (configuration not stated) | -1% | -4% | -3% | 5% | -6% | 0% | 31% | -5% | ?
COc1ccc(/C=C/C(=O)OCC(=O)NCCC2=CCCCC2)cc1 | 5% | 4% | 1% | -5% | -15% | ? | -31%[inhibitor] | 0% | -7%
CCc1ccccc1Nc1nn2c(=O)c3ccc(C(=O)Nc4ccc(OC)cc4)cc3nc2s1 | . | . | 8% | -5% | -8% | 2% | . | 17% | ?
COC(C(=O)NNC(=O)Cc1ccc(Cl)cc1)c1ccccc1 (configuration not stated) | 0% | 1% | 1% | -3% | -22% | 9% | -31% | 6% | -13%
O=C1C=C(Nc2cccc(Cl)c2)CC(c2ccco2)C1 (configuration not stated) | 2% | -5% | 0% | 4% | -12% | ? | 6% | 8% | 2%
O=C(c1cccs1)N1CCN(Cc2cn[nH]c2-c2ccc(F)cc2F)CC1 | -4% | -1% | -4% | -7% | -8% | -3% | 1% | -18% | 1%
COCCn1c(C)cc(C(=O)CSc2nnc(C)s2)c1C | -17% | -12% | -11% | -4% | -1% | -30% | -3% | 2% | 1.3µM*
COc1cccc(N2CCN(C(=S)Nc3ccccc3)CC2)c1 | 7% | 2% | -13% | -4% | 2% | 18% | -8%[9.22 µM] | ? | -29%
O=C1c2ccccc2C(=O)N1Cc1cnc(N2CCN(c3ccccc3)CC2)s1 | -1% | -20% | -5% | ? | -2% | ? | 18µM* | . | -5%
CN1CCN(c2ncnc3c2c(-c2ccccc2)cn3-c2ccc(F)cc2)CC1 | 23µM* | 23µM* | 21% | 1% | ? | 5% | ? | 7% | ?
Cc1c(Cl)cccc1NC(=O)NCc1ccncc1 | -4% | -1% | 0% | 17% | -22% | 0% | 1% | -5% | -30%
COC(=O)C1=C(N)Oc2cc(C)n(Cc3cccnc3)c(=O)c2C1c1ccc(OC)c(OC)c1OC (configuration not stated) | 18% | 9% | 1% | 0% | -1% | 3% | 2% | 1% | 8%
CCN1C(=O)/C(=C2/Sc3ccccc3N2CC)S/C1=N\c1ncn[nH]1 | -2% | -14% | 19% | -5% | 14% | 23µM* | 24% | 8% | 19%
Cc1cc(=O)c2c(O)c(O)ccc2o1 | 3% | 5% | -11% | 11% | 43%[activator] | 15% | -2% | -2% | 51%[activator]
COc1ccc(CN2CCNC(=O)C2CC(=O)NCC(C)(C)N2CCOCC2)cc1C (configuration not stated) | 21% | 8% | 4% | 0% | -3% | 17% | -5% | -1% | 10%
Cc1ccc(S(=O)(=O)NCCCNS(=O)(=O)c2ccccc2[N+](=O)[O-])cc1 | -4% | 0% | 3% | -9% | 6% | -14% | 22% | -5% | -6%
CC1CCN(CCNC(=O)c2ccc3c(=O)n(Cc4ccc(Cl)cc4)c(=S)[nH]c3c2)CC1 | 0% | -8% | 3% | -22% | -8% | ? | -1% | 22% | ?
O=C(NCc1ccc2c(c1)OCO2)c1cc([N+](=O)[O-])ccc1N1CCCCC1 | 8.2µM* | 7.3µM* | -2% | 2.1µM* | ? | ? | 5.8µM* | 20µM* | ?
COc1ccc(CN2CCCC(C(=O)c3cccc(OC(C)C)c3)C2)cc1Cn1cccn1 (configuration not stated) | -16% | -3% | 6% | -19% | -7% | 11% | ? | 7% | ?
COc1ccc(S(=O)(=O)Nc2ccc(-c3cn4ccsc4n3)cc2)cc1C | . | . | -5% | 6% | -2% | ? | . | -5% | 24%
COc1ccccc1NC(=O)c1ccc(C)c(S(=O)(=O)N2CCCCC2)c1 | ? | -8% | 1% | 3% | -11% | ? | ? | 28% | ?
Cc1ccccc1NC(=O)COc1coc(CN2CCN(Cc3ccccc3)CC2)cc1=O | -2% | -6% | -11% | -9% | -4% | -15% | ? | -2% | -3%
CCNC(=O)COC(=O)c1csc2c1CCCC2 | 7% | 5% | 2% | 6% | -9% | 24% | 0% | ? | 4%
Cc1ccc2c(C)c(C(=O)Nc3c(C)n(C)n(-c4ccccc4)c3=O)oc2c1C | -22% | -18% | -1% | 1% | 4% | 0% | -6% | 5% | -38%

In the list so far, 8 contain a Cl atom.
SMILES | HT1080 IDH1KD tx | HT1080-NT tox | GLP1R ag | KB-3-1 tox | GLP1R cytotox | KB-V1 MDR tox | SW480 rerep | TDP43 rescue | GLP-1R inv ag
COc1cc(NS(=O)(=O)c2ccc(OC)c(C)c2C)c(OC)cc1Cl | 2.3µM* | 2.3µM* | 2% | 3.3µM* | -22% | -3% | 5.6µM* | 3% | 4µM*
Clc1ccc(C2Nc3cccc4cccc(c34)N2)c(Cl)c1 | -1% | -9% | -1% | ? | -20% | -23% | ? | . | ?
O=C(CCCCCNC(=O)N1CCn2c1nc1ccccc12)NCc1ccccc1Cl | 1% | -1% | 13% | -3% | -9% | ? | -4% | 7% | 7.1µM*
Nc1c(Cl)cc(-c2cn(CCC(=O)O)c(-c3ccc(Cl)nc3)n2)cc1Cl | 10% | 15% | 6% | 0% | -7% | -13% | -18% | ? | 3%
COC(C(=O)NNC(=O)Cc1ccc(Cl)cc1)c1ccccc1 (configuration not stated) | 0% | 1% | 1% | -3% | -22% | 9% | -31% | 6% | -13%
O=C1C=C(Nc2cccc(Cl)c2)CC(c2ccco2)C1 (configuration not stated) | 2% | -5% | 0% | 4% | -12% | ? | 6% | 8% | 2%
Cc1c(Cl)cccc1NC(=O)NCc1ccncc1 | -4% | -1% | 0% | 17% | -22% | 0% | 1% | -5% | -30%
CC1CCN(CCNC(=O)c2ccc3c(=O)n(Cc4ccc(Cl)cc4)c(=S)[nH]c3c2)CC1 | 0% | -8% | 3% | -22% | -8% | ? | -1% | 22% | ?

Bioassay records (PubChem BioAssay)
